Source: PubChem
HCV core dimer = HCV core protein dimerization inhibition. TR-FRET GST/Flag-core106 dimerization, 1536-well. inhibition, % at 5 µM. 0.33% of 300,000 active. AID 1899;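 active means inhibition above the mean of all tested compounds plus 3 SD, set per screening campaign, cut at about 45% in these data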
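System: GST/Flag-tagged HCV core106 proteins. Incubation: compound-protein-antibody incubation 4 h at 22.5 °C. Technique: HTRF with 340 nm excitation, 617/671 nm emission. Medium: KF-containing HEPES buffer, pH 7.45, DTT, CHAPS, BSA. Read-out: inhibition (%) from 671 over 617 nm ratio. Also added: Eu(K)-anti-GST 90 ng/mL plus XL665-anti-Flag 1 µg/mL.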
TPT1 inh = blocks Candida albicans tRNA 2'-phosphotransferase; 0.81% of 300,000 active; recombinant caTPT1, FP RNA substrate dephosphorylation; inhibition, % at 5 µM;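 active means inhibition above the mean of all tested compounds plus 3 SD, set per screening campaign, cut at about 24% in these data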;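 further: plate controls were DMSO alone for no effect and ferristatin control at 100 nM for full effect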
proCasp3 act = activators of human procaspase-3; activation, % at 8.5 µM; recombinant procaspase-3 D3A, Ac-DEVD-pNA absorbance 405 nm; 0.11% of 330,000 active;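 active means activation above the mean of all tested compounds plus 3 SD, cut at about 21% in these data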;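 further: 0% = DMSO alone and 100% = DMSO wells spiked with extra 5 µM PC-3 D3A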
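Assay system – Procaspase-3 D3A mutant, all three cleavage aspartates alanine · Controls – DMSO-only low control, 5 µM PC-3 D3A high control · Schedule – 1 h compound preincubation, 2 h substrate hydrolysis at 25 °C · Signal – 405 nm absorbance of p-nitroaniline, reads at 0 and 120 min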
CTSL1 counter = cathepsin L1 inhibition, PFM18AAP counter-screen; recombinant F. hepatica cathepsin L1, Z-Leu-Arg-MCA fluorescence; inhibition, % at 5.96 µM; 0.49% of 300,000 active; AID 1906;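 active means inhibition above the mean of all tested compounds plus 3 SD, set per screening campaign, cut at about 17% in these data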;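 further: 0% = plate median of test compound wells and 100% = 1 µM Z-Phe-Ala-diazomethylketone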
procasp7 counter = counter-screen for procaspase-3 activators: activators of human procaspase-7 | recombinant procaspase-7, Ac-DEVD-pNA absorbance 405 nm; D23A/D198A/D206A triple mutant, cannot self-cleave; scale: DMSO 0, 5 µM enzyme 100 | activation, % at 8.5 µM | 0.093% of 330,000 active | P55210;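 active means percent activation above the screen-wide mean plus 3 SD, cut at about 25% in these data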
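signal = Epi-absorbance of released pNA at 405 nm, two timepoints | assay system = Uncleavable procaspase-7 mutant enzyme | reagent = Ac-DEVD-pNA substrate, 400 µM as added | times = 1 h enzyme–compound preincubation and 2 h substrate reaction, both 25 °C | benchmarks = low DMSO alone, high DMSO plus 5 µM PC-7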
PP1 inh = blocks human PP1-alpha phosphatase, a PP5 counter-screen; purified PP1alpha, OMFP fluorescence; 0.9% of 320,000 active; P62136; inhibition, % at 6.7 µM; AID 2235;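 active means inhibition above the mean inhibition of all tested compounds plus 3 SD, computed separately for each screening campaign, cut at about 15% in these data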
PAFAH2 inh = PAFAH2 (human) inhibition. recombinant PAFAH2, FP-rhodamine activity probe, fluorescence polarization. inhibition, % at 3.39 µM. 0.99% of 340,000 active. AID 492956;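 active means inhibition above the mean over all tested compounds plus 3 SD, cut at about 30% in these data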;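 further: inhibitors block probe labeling of enzyme so polarization drops; 0% = enzyme with DMSO and 100% = wells lacking PAFAH2 protein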
AHR activator = activators of human aryl hydrocarbon receptor. AHR-responsive luciferase reporter cells, luminescence. activation, % at 5 µM. 2.5% of 320,000 active. AID 2796; in the data active means activation above about 47%;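 further: 0% = vehicle wells and 100% = reference agonist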
Target sequence (P35869 whole entry, looked up): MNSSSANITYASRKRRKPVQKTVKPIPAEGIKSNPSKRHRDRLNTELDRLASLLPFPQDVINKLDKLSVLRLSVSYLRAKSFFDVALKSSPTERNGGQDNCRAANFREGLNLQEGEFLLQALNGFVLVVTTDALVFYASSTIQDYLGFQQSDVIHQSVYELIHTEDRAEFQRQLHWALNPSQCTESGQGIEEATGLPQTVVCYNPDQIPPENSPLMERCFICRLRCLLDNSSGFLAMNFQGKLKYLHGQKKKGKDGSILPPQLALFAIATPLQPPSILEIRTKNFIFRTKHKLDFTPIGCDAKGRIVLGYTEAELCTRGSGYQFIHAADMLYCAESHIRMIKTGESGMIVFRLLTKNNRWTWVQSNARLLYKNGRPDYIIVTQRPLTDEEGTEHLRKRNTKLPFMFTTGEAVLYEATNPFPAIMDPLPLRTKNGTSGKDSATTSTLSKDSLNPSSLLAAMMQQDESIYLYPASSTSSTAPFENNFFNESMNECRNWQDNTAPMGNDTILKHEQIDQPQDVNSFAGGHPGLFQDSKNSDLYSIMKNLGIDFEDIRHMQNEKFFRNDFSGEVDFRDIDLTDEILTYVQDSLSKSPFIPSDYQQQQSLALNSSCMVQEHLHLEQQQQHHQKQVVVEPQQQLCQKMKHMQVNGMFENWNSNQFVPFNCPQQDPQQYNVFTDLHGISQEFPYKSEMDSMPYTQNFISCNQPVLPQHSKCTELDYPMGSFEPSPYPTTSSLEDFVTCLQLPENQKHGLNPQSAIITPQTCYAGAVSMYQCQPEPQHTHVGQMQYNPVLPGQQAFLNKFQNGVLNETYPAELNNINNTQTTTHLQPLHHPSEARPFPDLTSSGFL
PP5 inh = inhibitors of human protein phosphatase 5 (PP5); purified PP5c, OMFP substrate fluorescence; inhibition, % at 6.7 µM; 0.18% of 320,000 active;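 active means inhibition above the campaign's mean inhibition across all tested compounds plus 3 SD, cut at about 9.5% in these data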;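 further: 0% = DMSO only and 100% = 100 µM cantharidin control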
* marks the source's active call; other numbers are inactive results; nt = no result given.

nr | Compound | HCV core dimer | TPT1 inh | proCasp3 act | CTSL1 counter | procasp7 counter | PP1 inh | PAFAH2 inh | AHR activator | PP5 inh
1 | O=C(CN1CCCC1)Nc1cc(F)ccc1F | 0 | -1 | 0 | 0 | 7 | 0 | 3 | 1 | -1.0
2 | CCc1nnc(NC(=O)CSc2nc3cc(OC)ccc3cc2C)s1 | -1 | -6 | 1 | -1 | 9 | -2 | 1 | 4 | 0.8
3 | COCCOC(=O)c1c(C)oc2ccc(NS(=O)(=O)c3ccc(C(=O)O)cc3)cc12 | 3 | 2 | 3 | 3 | -9 | -2 | 8 | 0 | 1.0
4 | O=C(Nc1ccc(Cc2ccncc2)cc1)c1cc([N+](=O)[O-])ccc1N1CCOCC1 | 0 | -5 | 2 | 5 | -3 | -4 | 5 | 1 | -3.6
5 | COc1ccc(/C=C(\C#N)C(=O)C(C)(C)n2cncn2)cc1 | 0 | 33* | -1 | -3 | 2 | 0 | 1 | 1 | 2.5
6 | Cc1ccc(C2CC(=O)C=C(NCC(C)C)C2)cc1 (stereo unspecified) | 4 | -5 | 7 | 0 | 9 | -4 | 4 | 4 | 1.1
7 | O=C1CC(N2CCN(c3nc4ccccc4s3)CC2)C(=O)N1c1ccc(F)cc1 (stereo unspecified) | -2 | -4 | -3 | 0 | -5 | -1 | 5 | -1 | 2.6
8 | COc1ccc2sc(-c3ccc(N(C)C)cc3)c(-c3cnc(OC)nc3)c2c1 | nt | nt | 8 | nt | -2 | -2 | -2 | 20 | 0.2
9 | CC(C)CNC(=O)CO/N=C/c1ccccc1Cl | 8 | 2 | -1 | 2 | 0 | -2 | -4 | 8 | 1.5
10 | CCC(=Nc1ccccc1)C1=C(O)CCCC1=O | -1 | -1 | -10 | -5 | 11 | -1 | nt | -5 | -0.3
11 | N#Cc1c(SCC(N)=O)nsc1SCc1ccc(Cl)cc1 | -1 | -4 | 0 | 3 | 7 | 2 | -3 | 80* | 2.5
12 | COc1cc(/C=C2/SC(=S)NC2=O)ccc1OS(=O)(=O)c1ccc(C)cc1 | 23 | 5 | -5 | 3 | -7 | 26* | -5 | -2 | 3.5
13 | CC(C)CC(=O)NC(C)C(c1cccs1)N1CCOCC1 (stereo unspecified) | 1 | -1 | 1 | 2 | 1 | -5 | -2 | 0 | -2.9
14 | Cc1cc(-c2ccc3ccccc3c2)n2ncnc2n1 | -1 | 1 | 4 | 3 | 10 | -1 | 7 | -1 | 0.5
15 | CSc1ccccc1OCc1cc(C(=O)N2CCN(Cc3nccn3C)CC2)no1 | 2 | 0 | -2 | 1 | 2 | -1 | 1 | 2 | 2.9
16 | C=CCN(CC=C)CCOc1ccccc1F | -2 | 3 | -2 | 1 | -2 | 4 | 10 | 0 | 3.6
17 | Cc1c(NC(=O)C(C)OC(=O)c2cc3c4ccccc4n(C)c3s2)c(=O)n(-c2ccccc2)n1C (stereo unspecified) | 32 | -2 | -10 | -1 | -7 | 4 | 1 | 26 | 3.8
18 | COc1ccc(Cl)cc1S(=O)(=O)NCc1nc2nc(C)cc(C)n2n1 | -4 | -6 | 4 | -1 | 2 | 1 | -2 | 4 | -0.9
19 | O=C(NCCNC(=O)c1ccc(Br)o1)c1ccc(Br)o1 | -2 | 0 | 0 | 1 | 16 | -1 | 7 | 3 | -3.8
20 | CCOc1ccc(-n2c(=O)c3ccccc3c3ccccc3c2=O)cc1 | -2 | -1 | 12 | 0 | 1 | -5 | 15 | -3 | -0.5

Quoted from above: compounds 17–18
nr | Compound | HCV core dimer | TPT1 inh | proCasp3 act | CTSL1 counter | procasp7 counter | PP1 inh | PAFAH2 inh | AHR activator | PP5 inh
17 | Cc1c(NC(=O)C(C)OC(=O)c2cc3c4ccccc4n(C)c3s2)c(=O)n(-c2ccccc2)n1C (stereo unspecified) | 32 | -2 | -10 | -1 | -7 | 4 | 1 | 26 | 3.8
18 | COc1ccc(Cl)cc1S(=O)(=O)NCc1nc2nc(C)cc(C)n2n1 | -4 | -6 | 4 | -1 | 2 | 1 | -2 | 4 | -0.9

The listing continues.
nr | Compound | HCV core dimer | TPT1 inh | proCasp3 act | CTSL1 counter | procasp7 counter | PP1 inh | PAFAH2 inh | AHR activator | PP5 inh
21 | COc1ccccc1N1C(=O)C2C(C(=O)c3ccccc3)=NN(c3ccc(C)cc3)C2C1=O (stereo unspecified) | 14 | 51* | -2 | 7 | -7 | 9 | nt | 8 | 1.5
22 | COc1ccc(NC(=O)COC(=O)CCC2CCCCC2)cc1 | nt | nt | 2 | nt | -7 | nt | 32* | 0 | nt
23 | COC(=O)[C@@]12CCCN1[C@H](c1ccc(-c3ccc(Cl)c(Cl)c3)c(OC)c1)[C@H]1C(=O)N(C)C(=O)[C@H]12 | nt | nt | 3 | nt | 2 | nt | 5 | 2 | nt
24 | CC(C)(C)CC(=O)Nc1nnc(SCC(=O)NC2CCCCC2)s1 | 6 | -5 | 4 | 2 | 2 | 1 | 0 | -1 | 1.0
25 | CCN(C(=O)COC(=O)c1ccccc1SCC(=O)NC1CCCCCCC1)C1CCS(=O)(=O)C1 (stereo unspecified) | 1 | 2 | 0 | 1 | 13 | -1 | 5 | 0 | -2.2
26 | CCOc1ccc(C(=O)NCC(=O)OCc2ccc(F)cc2Cl)cc1 | 10 | -1 | 0 | -14 | -5 | 1 | 1 | 0 | 4.8
27 | Cn1c(=O)cc(Nc2ccccc2)[nH]c1=O | -6 | -3 | 0 | 5 | 5 | -4 | -1 | 2 | 1.3
28 | CC(=O)Nc1ccc(NC(=O)CSc2cn(CC(=O)N3CCOCC3)c3ccccc23)cc1 | 9 | -3 | -3 | -6 | -1 | -1 | -10 | 0 | 2.0
29 | O=C(COc1ccc(Cl)cc1)NCCCn1ccnc1 | -6 | -4 | 8 | -4 | 0 | 0 | -7 | 8 | 0.1
30 | S=c1nc2ccccc2c2nc(-c3cccnc3)[nH]n12 | 2 | 1 | 1 | 2 | 0 | -2 | 7 | 84* | 1.1
31 | O=C(O)Cc1ccc(NC(=O)c2ccc3c(c2)C(=O)N(Cc2ccco2)C3=O)cc1 | -14 | -1 | -6 | 1 | -2 | 1 | 6 | -1 | 0.5
32 | COc1ccccc1N(CCN1C(=O)c2cccc3cccc(c23)C1=O)C(=O)c1ccncc1 | 0 | 0 | -4 | -3 | -6 | -2 | nt | 2 | 1.9
33 | CCOC(=O)CN1C(=O)N[C@@H](c2ccco2)C(C(C)=O)=C1C | 4 | 1 | 7 | -3 | -15 | -2 | -4 | -3 | -0.4
34 | Cc1cc(C(F)(F)F)nc(SCC(=O)NC2=NC(=O)C(C)S2)n1 (stereo unspecified) | -1 | -2 | -15 | 1 | -16 | -1 | 1 | 0 | 0.0
35 | CC1CCN(c2nc3ccc(C(=O)N4CCN(Cc5ccccc5)CC4)cc3s2)CC1 | 10 | 1 | 8 | 3 | 8 | 4 | -2 | -3 | 3.3
36 | CCOC(=O)N1CCC(NC(=O)c2ccc(CO)c(C(=O)NC3CCN(C(=O)OCC)CC3)c2)CC1 | -10 | 2 | 1 | -4 | -3 | -1 | 4 | -1 | 4.7
37 | O=C(Cc1ccc(F)cc1)OCC(=O)N1CCN(S(=O)(=O)c2ccc(Cl)cc2)CC1 | 1 | -2 | -1 | -9 | -9 | 4 | 11 | -3 | 2.4
38 | COc1ccccc1CNC(=O)CCC1N=C2c3ccccc3N=C(SCC(=O)NCC3CCCO3)N2C1=O (stereo unspecified) | -5 | 1 | 1 | 0 | 7 | -5 | 4 | 1 | -3.0
39 | Cn1c(O)c(N=NC(=O)CNC(=O)/C=C/c2ccccc2)c2ccccc21 | 4 | -1 | -11 | 1 | -2 | -1 | -2 | 8 | -0.3
40 | COc1ccc(-c2nc(NC(C)=O)sc2-c2ccc(OC)cc2)cc1 | -2 | 2 | 1 | 2 | 8 | 0 | 4 | 10 | 4.8

Some of the entries so far, in transposed form.
#35 CC1CCN(c2nc3ccc(C(=O)N4CCN(Cc5ccccc5)CC4)cc3s2)CC1
#38 COc1ccccc1CNC(=O)CCC1N=C2c3ccccc3N=C(SCC(=O)NCC3CCCO3)N2C1=O (stereo unspecified)
#26 CCOc1ccc(C(=O)NCC(=O)OCc2ccc(F)cc2Cl)cc1
#23 COC(=O)[C@@]12CCCN1[C@H](c1ccc(-c3ccc(Cl)c(Cl)c3)c(OC)c1)[C@H]1C(=O)N(C)C(=O)[C@H]12
#31 O=C(O)Cc1ccc(NC(=O)c2ccc3c(c2)C(=O)N(Cc2ccco2)C3=O)cc1

| compound no. | 35 | 38 | 26 | 23 | 31 |
| --- | --- | --- | --- | --- | --- |
| HCV core dimer | 10 | -5 | 10 | nt | -14 |
| TPT1 inh | 1 | 1 | -1 | nt | -1 |
| proCasp3 act | 8 | 1 | 0 | 3 | -6 |
| CTSL1 counter | 3 | 0 | -14 | nt | 1 |
| procasp7 counter | 8 | 7 | -5 | 2 | -2 |
| PP1 inh | 4 | -5 | 1 | nt | 1 |
| PAFAH2 inh | -2 | 4 | 1 | 5 | 6 |
| AHR activator | -3 | 1 | 0 | 2 | -1 |
| PP5 inh | 3.3 | -3.0 | 4.8 | nt | 0.5 |

The list continues:
entry	canonical_smiles	HCV core dimer	TPT1 inh	proCasp3 act	CTSL1 counter	procasp7 counter	PP1 inh	PAFAH2 inh	AHR activator	PP5 inh
41	COC(=O)c1cc(S(=O)(=O)N2CCN(c3ccc(OC)cc3)CC2)cn1C	-1	0	1	-3	6	-2	-3	1	-1.7
42	Cc1ccc(-n2nc(C)c3c(C)onc3c2=O)cc1	0	0	-2	4	-5	-6	-7	1	1.0
43	Cc1ccc(NC(=O)CSCC(=O)Nc2ncc3c(n2)CC(c2ccco2)CC3=O)cc1 (stereo unspecified)	4	1	8	0	4	-5	1	-1	-1.9
44	COCCNC(=O)c1cn(Cc2c(F)cccc2Cl)nn1	-3	4	10	-3	8	-6	4	1	-3.4
45	Cc1ccc(S(=O)(=O)N2CCC(C(=O)OCC(=O)N3CCCCC3C)CC2)cc1C (stereo unspecified)	-4	-1	6	-1	9	-5	4	-3	1.8
46	N/C(=N\OC(=O)CC1CCCCC1)c1ccccc1	-1	-2	-6	-5	5	-3	11	-2	1.1
47	c1cncc(CNc2nc(N3CCOCC3)nc(N3CCOCC3)n2)c1	-7	-5	8	-1	14	1	-8	6	1.3
48	Cc1cc(C)cc(OC(C)C(=O)Nc2ccc(S(=O)(=O)Nc3cc(C)nc(C)n3)cc2)c1 (stereo unspecified)	3	0	-3	1	5	-3	4	-1	0.5
49	O=C(CN(Cc1ccco1)S(=O)(=O)c1ccccc1)N/N=C/c1cccc(O)c1	-5	-4	6	-1	-7	2	4	8	2.2
50	CCc1cc(=O)oc2cc(C)cc(OCC(=O)NCC3CCC(C(=O)O)CC3)c12 (stereo unspecified)	4	-2	4	5	-7	-2	0	-2	-1.8
51	Cc1cc(C)c2c(N)c(C(=O)NC3CCCC3)sc2n1	-6	-3	-1	2	-9	-1	5	-5	1.0
